Source: PubChem
DAX1 inh-1 = inhibitors of DAX1 repression of SF-1 activated StAR promoter; inhibition, % at 6.8 µM; AID 652010; hit rate 1.1% among 370,000; HEK293T StAR-luciferase reporter, SF-1/DAX-1 repression relief;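 active = inhibition above the mean over all tested compounds plus 3 SD, cut at about 3.6% in these data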;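 also: 0% = DAX-1 cells with DMSO and 100% = cells lacking DAX-1 with DMSO; higher inhibition means more luminescence from relief of DAX-1 repression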
HGIII-sPLA2 inh = Inhibits HGIII-sPLA2 liposome hydrolysis, primary screen; QFRET BODIPY PC-A2 liposome hydrolysis, fluorescence; hit rate 0.56% among 370,000; inhibition, % at 12.2 µM; AID 743126; Q9NZ20;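 active = inhibition above mean plus 3 SD of compounds lying within the high and low control bounds, cut at about 19% in these data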;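 also: 0% = median of test compound wells and 100% = no enzyme DMSO wells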
SMARCA2 activ = activators of SMARCA2 function. activation, % at 9.1 µM. MG213 cells, MMTV-luciferase reporter, dexamethasone, overnight. hit rate 1% among 370,000; in the data active = activation above about 7.8%;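 also: 0% = vehicle wells and 100% = reference activator wells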
hgDAF12 agonist = agonists of H. glycines DAF-12 nuclear receptor. hit rate 1.8% among 370,000. activation, % at 6.8 µM. HEK293 GAL4-hgDAF12 UAS-luciferase reporter, agonist luminescence; normalized to butyrate control. AID 687014;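 active = activation above a cutoff set at the mean of all screened compounds plus 3 SD, cut at about 10% in these data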;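 also: 0% = DMSO wells and 100% = sodium butyrate wells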
DAX1 inh-2 = NR0B1 (DAX1) inhibition. HEK293 Gal4-DAX1 luciferase reporter, luminescence. inhibition, % at 6.75 µM. hit rate 0.99% among 340,000. AID 504766;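 active = inhibition above the mean over all tested compounds plus 3 SD, cut at about 4.2% in these data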;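 also: 0% = DAX1-transfected cells with DMSO and 100% = empty-vector control cells with DMSO; inhibition shows as a rise in luminescence from relieved DAX1 repression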
GC-A act = GC-A (human) enzyme activation | HEK293 GC-A cells, cGMP TR-FRET, EC30 ANP; 0% at EC30 ANP, 100% saturating ANP | activation, % at 10 µM | hit rate 0.14% among 370,000; in the data active = activation above about 40%
ssDAF12 agonist = activates DAF-12 receptor from parasite S. stercoralis. HEK293 ssDAF-12/GRIP1 lit1-tk-luc reporter, luminescence; % of 3 µM dafachronic acid response. activation, % at 6.8 µM. hit rate 1% among 370,000. AID 652126;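 active = activation above the mean over all tested compounds plus 3 SD, cut at about 0.9% in these data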;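 also: 0% = DMSO-only wells and 100% = 3 µM delta7-dafachronic acid wells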
ADAM10 inh = inhibitors of human ADAM10. AID 720582. inhibition, % at 7 µM. hit rate 0.62% among 370,000. recombinant ADAM10, EDANS/DABCYL FRET peptide cleavage, 3 h;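 active = inhibition above a per-campaign cutoff equal to the mean of compounds falling between control-based bounds plus 3 SD, cut at about 20% in these data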;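 also: 0% = DMSO wells while the 100% control is not disclosed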
hcDAF-12 act = activates DAF-12 receptor from parasite H. contortus | AID 652067 | activation, % at 6.8 µM | HEK293 hcDAF-12 lit1-tk-luc reporter, luminescence; 0% DMSO, 100% Δ7-dafachronic acid | hit rate 1.4% among 370,000;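 active = activation above the mean of all tested compounds plus 3 SD, cut at about 5.5% in these data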;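 also: 100% = response to 3 µM Δ7-dafachronic acid high control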
FXN GAA850 act = frataxin GAA850 promoter activation; hit rate 0.56% among 360,000; activation, % at 6 µM; HEK293 lucGAA850 FXN promoter luciferase reporter, 24 h; percent of 10 µM SAHA response;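 active = activation above the average of all compounds screened plus 3 SD, cutoff fixed separately per campaign, cut at about 7.5% in these data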;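 also: 0% = DMSO wells and 100% = 10 µM SAHA wells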
GC-B act = GC-B (human) receptor activation. P20594. hit rate 0.11% among 370,000. AID 1920062. activation, % at 10 µM. HEK293-GC-B cells, CNP EC30, cGMP TR-FRET; 0% at EC30 CNP, 100% saturating CNP;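 active = activation at 10 µM reaching about 35% in either raw or pattern-adjusted values, limit read from the data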
Target sequence (P20594 whole entry, looked up): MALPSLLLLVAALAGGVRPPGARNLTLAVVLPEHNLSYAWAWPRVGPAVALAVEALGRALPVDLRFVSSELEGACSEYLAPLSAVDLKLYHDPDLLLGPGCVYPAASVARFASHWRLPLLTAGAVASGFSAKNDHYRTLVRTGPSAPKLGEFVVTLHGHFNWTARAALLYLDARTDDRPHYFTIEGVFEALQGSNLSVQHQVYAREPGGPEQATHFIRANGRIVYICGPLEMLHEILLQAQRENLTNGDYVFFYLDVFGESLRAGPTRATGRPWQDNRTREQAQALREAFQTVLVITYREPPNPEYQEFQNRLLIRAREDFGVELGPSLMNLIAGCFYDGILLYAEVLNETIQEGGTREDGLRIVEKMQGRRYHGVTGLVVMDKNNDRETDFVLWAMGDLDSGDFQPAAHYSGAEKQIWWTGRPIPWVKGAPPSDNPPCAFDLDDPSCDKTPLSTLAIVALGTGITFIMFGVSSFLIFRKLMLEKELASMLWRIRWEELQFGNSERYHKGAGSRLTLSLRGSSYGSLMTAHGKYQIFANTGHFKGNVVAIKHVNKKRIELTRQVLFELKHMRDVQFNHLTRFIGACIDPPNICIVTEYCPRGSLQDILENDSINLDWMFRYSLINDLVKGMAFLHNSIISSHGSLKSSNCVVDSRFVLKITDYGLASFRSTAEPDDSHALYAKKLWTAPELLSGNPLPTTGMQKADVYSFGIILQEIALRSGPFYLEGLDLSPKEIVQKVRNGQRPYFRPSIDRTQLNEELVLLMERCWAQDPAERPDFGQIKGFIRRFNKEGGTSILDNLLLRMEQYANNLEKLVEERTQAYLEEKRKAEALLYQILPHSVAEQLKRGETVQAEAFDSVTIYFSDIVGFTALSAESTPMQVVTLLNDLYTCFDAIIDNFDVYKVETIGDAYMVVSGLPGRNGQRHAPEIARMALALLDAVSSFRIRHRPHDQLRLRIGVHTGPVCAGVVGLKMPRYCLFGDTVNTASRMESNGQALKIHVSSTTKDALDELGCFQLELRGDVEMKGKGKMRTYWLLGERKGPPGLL
* hit, by the source's call; i = inactive; x = no result given. The order is random. Share with any hit: about 6.6%.

[1] CCCn1c2ccccc2c2cnn(CC(=O)NC3CCCCC3)c(=O)c21
[2] CCOC(=O)c1ccccc1NC(=O)COC(=O)c1ccccc1C(=O)N(C)c1ccccc1
[3] CCOCCOC(=O)c1[nH]c2c(c1C)C(=O)CC(c1ccc(OC)c(OC)c1)C2 (centres undefined)
[4] Cc1noc(C)c1C(=O)OCC(=O)Nc1ccccc1Oc1ccccc1
[5] CC(C)CN(CC(C)C)S(=O)(=O)N1CCC(C(=O)NCc2ccco2)CC1
[6] Cc1cccnc1NC(=S)NC(=O)c1cccs1
[7] COC(=O)c1ccc(CSc2nnc(-c3ccncc3)n2Cc2ccccc2)o1
[8] COc1ccc(Cl)cc1NC(=O)CN(C)C(=O)C1CC1
[9] Cc1cccc(C)c1NC(=O)NCCCN1CCN(c2ccccc2)CC1
[10] Cc1csc(C(C)NC(=O)c2ccc(OC3CCN(CCc4ccccc4)CC3)cc2)n1 (centres undefined)

Screen / compound no.,1,2,3,4,5,6,7,8,9,10
GC-B act,3,-1,-8,-2,1,4,0,-1,1,-2
DAX1 inh-2,0.5,-1.3,-2.0,-0.5,-1.8,3.5,-0.1,-0.5,1.1,-0.4
HGIII-sPLA2 inh,7,-3,6,0,-9,7,1,11,-4,-19
GC-A act,5,-4,3,-8,0,0,-6,3,2,5
hgDAF12 agonist,-4.4,2.0,-6.4,-1.2,-0.7,18*,-3.0,-0.9,0.1,0.8
SMARCA2 activ,-3,-2,-6,0,-3,7,-4,-3,-4,1
ssDAF12 agonist,-1.2,-0.9,-1.8,-1.1,-1.7,2.2*,-0.8,-1.7,-2.1,-0.5
DAX1 inh-1,-0.8,0.4,-1.1,-0.5,0.2,7.2*,0.5,-0.1,-0.1,-0.2
ADAM10 inh,-25,3,1,12,-12,-21,-16,-18,2,1
hcDAF-12 act,-2.4,-1.5,-3.5,-1.9,-2.0,14*,1.5,-0.5,0.3,-1.1
FXN GAA850 act,1.1,2.3,-0.3,-1.7,-1.1,2.4,1.2,0.0,-0.9,0.8

[11] CC(C)N1CCN(C(=O)c2ccc(NC(=O)c3ccc(Br)o3)cc2)CC1
[12] [O-][n+]1onc2c1CCc1nnc(-c3ccccc3)cc1-2
[13] CS(=O)(=O)N1CCC[C@]2(CC[C@@H](CCC#N)O2)C1
[14] COc1cccc(CN2CCN(Cc3ccc(O)c(OC)c3)CC2CCO)c1 (centres undefined)
[15] CCC(C)NCCOCCOc1ccc(Cl)c2ccccc12 (centres undefined)
[16] CCCCOP(=O)(OCCCC)C(O)c1ccc(Br)cc1 (centres undefined)
[17] c1coc(-c2ccnc(-n3cccc3)n2)c1
[18] Cc1ccc(S(=O)(=O)Nc2cc(C(=O)O)ccc2N2CCC(C)CC2)cc1C
[19] COc1ccc(C2Nc3ccccc3NC3=C2C(=O)CC(C)(C)C3)cc1OC (centres undefined)
[20] COC(=O)c1cc(S(=O)(=O)N2CCCCC2)c[nH]1

Screen / compound no.,11,12,13,14,15,16,17,18,19,20
GC-B act,1,1,-7,5,-7,-9,-1,-5,1,4
DAX1 inh-2,1.0,-0.6,x,-0.7,-0.4,0.5,-0.2,x,0.8,0.0
HGIII-sPLA2 inh,-5,-2,3,0,4,5,3,0,-21,0
GC-A act,-1,-1,3,0,-18,-16,5,2,-4,0
hgDAF12 agonist,-1.1,0.8,-0.6,1.9,0.1,-1.3,-0.1,2.2,-3.9,-0.5
SMARCA2 activ,1,0,-1,-2,-2,-5,-1,2,-1,-3
ssDAF12 agonist,-0.6,-1.4,-0.6,-0.7,-1.8,-1.2,-0.9,-1.2,-1.2,-0.9
DAX1 inh-1,0.0,-0.4,-0.6,0.1,0.5,-0.9,1.4,0.7,-0.4,-0.5
ADAM10 inh,-1,-2,-2,-3,-5,11,-36,-7,-13,0
hcDAF-12 act,0.2,-0.8,-0.1,-1.0,0.5,0.0,-0.7,-1.1,0.7,1.4
FXN GAA850 act,1.9,-1.9,x,-2.6,0.6,-0.7,-1.0,x,1.4,2.5

Filtered by structure: the entries above with bromine.
[11] CC(C)N1CCN(C(=O)c2ccc(NC(=O)c3ccc(Br)o3)cc2)CC1
[16] CCCCOP(=O)(OCCCC)C(O)c1ccc(Br)cc1 (centres undefined)

Screen / compound no.,11,16
GC-B act,1,-9
DAX1 inh-2,1.0,0.5
HGIII-sPLA2 inh,-5,5
GC-A act,-1,-16
hgDAF12 agonist,-1.1,-1.3
SMARCA2 activ,1,-5
ssDAF12 agonist,-0.6,-1.2
DAX1 inh-1,0.0,-0.9
ADAM10 inh,-1,11
hcDAF-12 act,0.2,0.0
FXN GAA850 act,1.9,-0.7

The listing continues:
[21] COc1ccc(NS(=O)(=O)c2ccc(OC)c(NC(=O)CCC3CCCCC3)c2)cc1
[22] COc1ccc([N+](=O)[O-])cc1NC(=O)c1ccco1
[23] COc1cccc(CN2C(=O)c3ccccc3C2C(=O)NCC2CCCO2)c1 (centres undefined)
[24] Cc1ccc(N(Cc2ccccc2)C(=O)Cc2ccc(S(=O)(=O)N3CCOCC3)s2)cc1
[25] COc1ccccc1N1CCN(/N=C(\C)c2ccc(O)cc2)CC1
[26] CC1(OC(=O)C2CCCC2)C(=O)C=C2C=C(c3ccsc3)N(CCCCO)C=C2C1=O (centres undefined)
[27] CCc1nnn2c1Cn1c3ccccc3c(=O)n1[C@@H](C)C2
[28] Cc1ccc(OCCOCCOc2cccc3cccnc23)c(Br)c1
[29] COc1cc(C2C(C(=O)Nc3ccc(F)cc3)=C(C)Nc3nc(CCCO)nn32)cc(OC)c1OC (centres undefined)
[30] Cc1nnc(Sc2cc(NCCO)c([N+](=O)[O-])c3nonc23)s1

Screen / compound no.,21,22,23,24,25,26,27,28,29,30
GC-B act,5,-7,0,-4,4,-1,1,-2,0,-1
DAX1 inh-2,-1.3,-1.1,0.6,-0.8,2.1,1.7,x,0.0,1.6,-0.6
HGIII-sPLA2 inh,-10,-5,5,-33,6,4,-1,-11,10,1
GC-A act,-2,3,-3,-3,6,-2,-3,-2,2,6
hgDAF12 agonist,1.2,1.5,-0.3,-2.8,5.8,0.2,-3.8,-1.0,-0.5,-0.5
SMARCA2 activ,-3,0,0,-1,1,-1,-1,-3,-2,5
ssDAF12 agonist,-0.9,-0.6,-1.2,-1.2,-0.4,-0.4,-0.7,-1.3,-1.4,-1.9
DAX1 inh-1,-0.6,0.9,0.0,-0.6,0.7,-0.4,0.0,0.2,-0.8,-0.5
ADAM10 inh,3,2,6,0,1,-7,-293,3,-22,1
hcDAF-12 act,-2.3,-0.7,-1.1,-1.5,0.2,0.3,-0.1,-1.8,-0.7,-2.1
FXN GAA850 act,0.0,2.9,-0.5,2.3,3.5,-1.7,x,3.6,-0.7,-0.4

[31] COc1ccc2ncc(S(=O)(=O)c3ccccc3)c(N3CCN(c4ccccc4)CC3)c2c1
[32] O=C(CSc1ccc2nnc(CCNC(=O)c3ccccc3)n2n1)Nc1ccccc1F
[33] O=C(NCCOc1ccccc1)C1Nc2ccc(C(F)(F)F)cc2C2c3ccccc3CC12 (centres undefined)
[34] COC(=O)C1C(=O)C=C(Nc2ccc(F)cc2F)CC1c1ccccc1 (centres undefined)
[35] Cc1ccc([N+](=O)[O-])cc1NC(=O)CSc1nncn1-c1ccccn1
[36] CC(C)(C)OC(=O)n1ccc2ccc(-c3ccc4cc[nH]c4c3)cc21
[37] CN(Cc1ccc(Cl)cc1Cl)C(=O)c1cccc(S(=O)(=O)NCc2ccccc2)c1
[38] Cc1cccc(S(=O)(=O)N(C)C[C@@H]2OCc3cn(nn3)CCCC(=O)N([C@@H](C)CO)C[C@H]2C)c1
[39] Cc1nn(-c2ccccc2)c(C)c1C(=O)NCc1cccs1
[40] CN(CC1COc2ccccc2O1)C(=O)CSc1ncccn1 (centres undefined)

Screen / compound no.,31,32,33,34,35,36,37,38,39,40
GC-B act,2,5,2,-12,5,-6,-7,-2,0,6
DAX1 inh-2,-1.6,-2.0,0.9,-0.6,0.2,x,0.7,-0.7,1.2,1.3
HGIII-sPLA2 inh,2,6,1,-16,1,-45,-39,-3,11,12
GC-A act,-9,-2,-1,-15,7,-3,-14,3,0,2
hgDAF12 agonist,-1.5,0.7,1.4,2.2,2.1,10,0.8,0.7,-0.3,3.0
SMARCA2 activ,-3,-2,-1,-2,-3,2,4,-2,-1,-1
ssDAF12 agonist,-2.0,-1.5,0.5,-0.3,-0.5,-1.0,-1.5,-0.8,-1.5,-1.1
DAX1 inh-1,-1.5,0.6,-0.6,1.0,-0.3,0.1,-3.3,-0.2,0.6,-0.5
ADAM10 inh,3,1,-6,0,0,-128,12,-1,-11,-13
hcDAF-12 act,-3.7,-1.7,4.5,-0.2,-1.0,-2.5,-0.7,-1.4,-1.7,1.8
FXN GAA850 act,-0.4,0.9,1.1,4.4,0.6,x,-0.8,0.8,1.2,0.9

[41] CCOC(=O)CCC(NC(=O)c1ccccc1C(=O)NC(CCC(=O)OCC)C(=O)OCC)C(=O)OCC (centres undefined)
[42] CC1(C)C2CCC(C2)C1(C)NC(=O)CNC1CCCCC1 (centres undefined)
[43] COc1ccc(Cl)cc1NC(=O)C[n+]1cccc(C)c1
[44] O=C(NCCCSc1ccccc1)c1ccc(=O)[nH]c1
[45] Cc1ccc(-c2cc(C(F)(F)F)c(C#N)c(SCC(=O)O)n2)cc1
[46] O=C(Nc1ccn(Cc2ccccc2F)n1)c1ccc(COc2cc(Cl)ccc2Cl)o1
[47] O=C(Nc1nc2c(ccc3ccccc32)s1)c1ccco1
[48] COc1ccc(OC)c(S(=O)(=O)N2CCCCCC2)c1
[49] CC(NC(=O)c1cc2cc(Br)ccc2oc1=N)c1ccccc1 (centres undefined)
[50] COc1ccccc1/C=C/c1nc(C#N)c(N(C)C)o1
[51] CC(C)=CCC/C(C)=C/CNC(=O)CC1C[C@H](C(=O)N2CCCCC2)[C@@]2(C)c3[nH]c4ccccc4c3CCN2C1=O (some centres undefined)
[52] CN(Cc1nc(C(c2ccccc2)c2ccccc2)no1)CC1COCCO1 (centres undefined)

Screen / compound no.,41,42,43,44,45,46,47,48,49,50,51,52
GC-B act,2,0,-3,-3,-8,6,-9,2,4,-3,1,0
DAX1 inh-2,0.1,-0.9,0.6,0.6,0.0,-0.6,0.9,0.3,0.4,4.1,-0.9,-1.3
HGIII-sPLA2 inh,4,1,0,-3,-10,-7,-23,-1,9,-4,13,-2
GC-A act,-1,-1,21,0,-1,-3,0,-2,3,1,-13,3
hgDAF12 agonist,-2.9,-0.5,-1.0,-1.6,-2.5,-5.1,3.2,-0.7,-0.7,15*,0.1,-3.3
SMARCA2 activ,-3,-1,-2,-1,-2,-4,0,-1,-1,4,-5,-2
ssDAF12 agonist,-1.7,-1.4,-1.1,-1.6,0.0,-2.5,0.9,-1.0,-0.8,0.2,-0.4,-1.3
DAX1 inh-1,-0.5,-0.5,0.1,0.5,0.4,-2.1,2.4,-0.3,0.7,0.7,1.1,0.1
ADAM10 inh,-3,-2,8,4,-5,9,-46,5,-1,i,-12,-11
hcDAF-12 act,-0.3,-1.1,-1.1,-1.8,2.9,-3.9,6.7*,-0.7,1.4,5.8*,-0.3,-1.3
FXN GAA850 act,1.5,7.1,0.7,-1.7,-1.4,-3.6,6.8,0.7,1.3,4.7,1.3,0.9
